HCV NS3 hel inh: blocks Hepatitis C virus NS3 helicase unwinding; NS3 helicase DNA unwinding, Cy5 molecular beacon fluorescence; inhibition, % at 10.9 µM; actives 0.56% (n = 290,000); AID 1800;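 active = inhibition above the mean of all tested compounds plus 3 SD, set per campaign, cut at about 35% in these data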;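 note: 0% = DMSO wells and 100% = thioflavine S control wells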
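System: NS3 helicase fragment of HCV / Schedule: 1 h at 25 °C / Control set: DMSO alone as 0% and 110 µM thioflavine S as 100% / Reagent: Cy5/quencher beacon DNA duplex and ATP to start / Technique: Cy5 fluorescence / Replication: singlicate / Evaluation: % inhibition of end-to-start signal ratio versus controls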
FID counter: fluorescent intercalator displacement, NS3 helicase counter-screen; DNA fluorescent intercalator displacement, fluorescence; inhibition, % at 7.9 µM; actives 0.17% (n = 290,000); in the data active = inhibition above about 37%;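 note: 0% = vehicle and 100% = reference compound; higher means more ethidium bromide displaced from hairpin DNA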
MEKK2 mut-MEK5: signal of MEK5 binding to mutant human MEKK2 PB1 domain; bead flow cytometry, Alexa488-MEK5 binding to MEKK2 mutant; percent response, % at 10 µM; actives 0.35% (n = 290,000); AID 1530; in the data active = percent response above about 24%, passing the limit was not always enough; note: inactives centre near 1; some results filed as inactive read as strong as hits
VIM-2 inh: inhibitors of Pseudomonas aeruginosa VIM-2 metallo-beta-lactamase | purified VIM-2, nitrocefin hydrolysis, epi-absorbance fluorescence | inhibition, % at 5.6 µM | actives 0.89% (n = 290,000) | AID 1527;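 active = inhibition above the mean of all tested compounds plus 3 SD, cutoff set per screening run, cut at about 7.5% in these data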;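 note: red hydrolysis product quenches plate fluorescence so inhibitors raise well fluorescence; 0% = enzyme with DMSO and 100% = DMSO without enzyme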
M18AAP inhibitor: blocks P. falciparum M18 aspartyl aminopeptidase. recombinant PfM18AAP, H-Glu-NHMec fluorogenic cleavage. inhibition, % at 7.35 µM. actives 1.2% (n = 290,000). AID 1822;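 active = inhibition above the campaign mean inhibition over all tested compounds plus 3 SD, cut at about 28% in these data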;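 note: 0% = plate median of test compound wells and 100% = 2 mM ZnCl2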
IMP-1 inhibitor: inhibitors of Pseudomonas aeruginosa IMP-1 metallo-beta-lactamase | purified IMP-1, nitrocefin hydrolysis, epi-absorbance fluorescence | inhibition, % at 5.6 µM | actives 0.45% (n = 290,000);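 active = inhibition above the mean plus 3 SD of all compounds in the same screening run, cut at about 4.5% in these data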;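 note: 0% = IMP-1 with DMSO and 100% = DMSO wells lacking enzyme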
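Assay system: purified IMP-1; Quantity: IMP-1 0.2 nM before substrate addition; Medium: HEPES buffer pH 7.1 with ZnSO4 and Brij 35; Incubation: 15 min enzyme–compound preincubation, then 25 min nitrocefin reaction, 25 °C; Signal: fluorescence quenching readout, ex 480/em 530 nm; Controls: DMSO with and without IMP-1; Repeats: singlicate testing.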
SUMO HTRF inh: blocks human SUMOylation mediated by UBC9; inhibition, % at 35 µM; actives 0.36% (n = 290,000); AID 2006; HTRF SUMOylation assay, SAE1/SAE2 + UBC9, in vitro; P63279; in the data active = inhibition above about 50%, passing the limit was not always enough; note: strong numbers were not always called active
Target sequence (P63279 whole entry, looked up): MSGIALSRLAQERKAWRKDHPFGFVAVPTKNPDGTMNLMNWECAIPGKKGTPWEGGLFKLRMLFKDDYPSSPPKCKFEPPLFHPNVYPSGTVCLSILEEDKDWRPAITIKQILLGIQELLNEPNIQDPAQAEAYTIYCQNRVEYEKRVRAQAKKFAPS
MEKK2 WT-MEK5: raises or lowers MEK5 binding to wildtype human MEKK2 PB1 domain; binding response (% of control), % at 10 µM; Q9Y2U5; bead flow cytometry, Alexa488-MEK5 binding to MEKK2 WT; actives lie on both sides; actives 1.1% (n = 290,000); in the data active = binding response below about 67% or above about 130%
NALP1 yeast inh: NALP1 inhibition; actives 0.61% (n = 280,000); S. cerevisiae NALP1/ASC/caspase-1 growth, X-gal OD620, 72 h; inhibition, % at 10 µM; in the data active = inhibition mostly above about 24%, no sharp cut-off; inactive = mostly below about 32%; note: some compounds called inactive have numbers as strong as hits
Numbers without * were called inactive; / = no result given. An unsorted share of the library; any-hit rate near 4.7%.

Compound | HCV NS3 hel inh | FID counter | MEKK2 mut-MEK5 | VIM-2 inh | M18AAP inhibitor | IMP-1 inhibitor | SUMO HTRF inh | MEKK2 WT-MEK5 | NALP1 yeast inh
Cc1nn2c(CN(C(=O)c3ccco3)c3ccccc3)nnc2c2ccccc12 | 4 | -5 | / | -2.4 | -3 | -2.9 | / | / | /
O=C(Nc1cccc(S(=O)(=O)NCc2ccco2)c1)c1cc(-c2ccccc2)nc2ccccc12 | 4 | -5 | -1 | -2.0 | -12 | -1.4 | 4 | 105 | /
CCc1ccc(C2=C/C(=C/c3cccnc3)C(=O)O2)cc1 | 23 | -31 | 2 | -3.2 | -4 | -2.3 | 8 | 101 | 17
Cc1cc(C)c2c(=O)[nH]c(SCC(=O)Nc3ccc(N(C)C)cc3)nc2n1 | 0 | -8 | 2 | 3.7 | 7 | -0.9 | 16 | 98 | 20
Cc1ccc(-n2c(SCc3ccc(C(=O)O)cc3)nnc2-c2ccncc2)cc1 | 2 | -27 | -5 | -2.9 | -2 | -1.4 | 8 | 94 | -1
N#CNc1nc(O)cc(=O)[nH]1 | 2 | -4 | 5 | -3.2 | 16 | -3.1 | 14 | 98 | 16
CCCOc1ccc2[nH]cc(C(=O)O)c(=O)c2c1 | 7 | -1 | 2 | -3.6 | 1 | 0.3 | -3 | 104 | 11
CCOC(=O)C1CCN(C(=S)Nc2ccc(Cl)cc2C)CC1 | -7 | -5 | 0 | -1.1 | -3 | -2.0 | -3 | 87 | -11
CC1=NN(c2ccc(S(=O)(=O)O)cc2Cl)C(=O)C1 | 0 | 7 | -10 | -4.7 | 0 | -1.4 | 83* | 88 | -4
COC(=O)c1ccc(C2c3[nH]c4ccccc4c3C[C@H]3C(=O)N(C4CCN(Cc5ccccc5)CC4)CC(=O)N23)cc1 (stereo partly drawn) | -54 | 8 | 15 | -2.2 | -3 | -3.0 | -7 | 123 | 19
CC(C)(C)c1ccccc1NC(=S)NC1CCCC1 | 0 | -19 | 3 | -3.0 | -8 | -5.5 | 1 | 105 | 19
C[C@@H](CN=[N+]=[N-])CN1CC[C@H](NC(=O)OCc2ccccc2)CCC1=O | 11 | -32 | -1 | -0.4 | -2 | -1.7 | 5 | 100 | 23
CCOC(=O)c1ccccc1N/C=C/C(=O)c1cccs1 | 7 | -8 | -1 | 0.0 | 0 | -4.3 | 14 | 98 | 31
CC(=O)c1ccc(N(CC(=O)NC2CCCC2)C(=O)CCC(=O)Nc2cc(C)on2)cc1 | -4 | -23 | -7 | -2.3 | -1 | -0.4 | -2 | 96 | 9
CCOc1ccc(CC(=O)NC2CCN(Cc3ccccc3)CC2)cc1 | -1 | 9 | 4 | -4.1 | -4 | -3.7 | 19 | 108 | 6
Cc1ccsc1/C=N/NC(=O)CC(=O)NCC(C)C | 12 | -4 | -1 | -2.2 | -1 | -2.3 | 10 | 99 | 17
O=C(Cn1ncc(Cl)c(Cl)c1=O)N1CCc2ccccc21 | 8 | -6 | -5 | -1.4 | -1 | -3.2 | 16 | 96 | 1
Cc1nnc(NC(=O)c2ccc(Br)cc2)s1 | 3 | 2 | 2 | -4.5 | -10 | -1.6 | 16 | 106 | 10
CC(C)Oc1ccc(CSC(=N)N)cc1 | 1 | 4 | 3 | -6.9 | -3 | -1.3 | 0 | 109 | -1
Cc1ccnn1CC(=O)N/N=C/c1ccco1 | -3 | -2 | 3 | -3.9 | -1 | -1.4 | 17 | 103 | 0
CCc1ccccc1NC(=O)CCc1nc(-c2cccs2)no1 | 9 | -11 | 6 | -0.4 | 5 | -2.4 | -8 | 104 | 30
O=C(COC(=O)c1ccc2ccccc2n1)c1ccc(F)cc1 | -3 | -17 | -13 | -1.1 | 5 | -3.7 | 8 | 90 | 15
CCOc1ccccc1CN1CCN(CC2=Cc3cc(OC)ccc3OC2)CC1CCO (stereo not drawn) | -40 | 9 | 6 | -1.1 | -7 | -1.0 | 11 | 111 | 7
Cc1cccc(N2CCN(Cc3nc(CC4CC4)no3)CC2)n1 | 5 | -10 | -5 | 1.7 | 3 | -1.1 | 11 | 94 | 14
CN1c2ccccc2N(C)C1(C)c1ccccc1 | 3 | 0 | 4 | -3.2 | 4 | -5.0 | -2 | 100 | 22

Part of the list above in order of number of heavy atoms, rising.
Compound | HCV NS3 hel inh | FID counter | MEKK2 mut-MEK5 | VIM-2 inh | M18AAP inhibitor | IMP-1 inhibitor | SUMO HTRF inh | MEKK2 WT-MEK5 | NALP1 yeast inh
CC1=NN(c2ccc(S(=O)(=O)O)cc2Cl)C(=O)C1 | 0 | 7 | -10 | -4.7 | 0 | -1.4 | 83* | 88 | -4
CCc1ccc(C2=C/C(=C/c3cccnc3)C(=O)O2)cc1 | 23 | -31 | 2 | -3.2 | -4 | -2.3 | 8 | 101 | 17
Cc1ccc(-n2c(SCc3ccc(C(=O)O)cc3)nnc2-c2ccncc2)cc1 | 2 | -27 | -5 | -2.9 | -2 | -1.4 | 8 | 94 | -1

New compounds follow:
Compound | HCV NS3 hel inh | FID counter | MEKK2 mut-MEK5 | VIM-2 inh | M18AAP inhibitor | IMP-1 inhibitor | SUMO HTRF inh | MEKK2 WT-MEK5 | NALP1 yeast inh
CCOc1ccc2nc(N3C(=O)/C(=C/c4ccccc4)NC3=S)sc2c1 | 10 | 6 | -2 | -1.8 | -2 | -2.7 | -39 | 113 | 22
COc1cc([N+](=O)[O-])cc(/C=N/NC(=O)C(C)Nc2ccccc2C)c1O (stereo not drawn) | 9 | -4 | 1 | -7.4 | 11 | -3.7 | -24 | 102 | 21
CCN(Cc1ccccc1)C(=O)c1ccccc1C | 1 | -8 | -5 | -2.0 | -8 | -2.0 | -1 | 88 | 8
COc1ccc(C2/C(=C(/O)c3ccc(C)cc3)C(=O)C(=O)N2c2ccccn2)cc1OC (stereo not drawn) | 14 | -19 | -1 | -0.7 | -2 | -2.4 | 15 | 102 | /
CC(C)(C)c1ccc(C(=O)N/N=C/c2ccc(OCCCF)cc2)cc1 | -5 | -4 | -15 | 1.1 | -4 | -2.3 | 14 | 89 | -27
O=C(c1ccc(Br)cc1)c1cc2ccc(O)cc2oc1=O | 17 | -2 | 2 | 0.6 | 13 | 0.5 | 9 | 101 | 16
O=C(Cc1ccc(Cl)cc1)NCCc1c[nH]c2ccccc12 | -9 | -4 | 5 | 1.9 | 20 | -1.9 | / | 107 | /
C=CCNC(=O)COC(=O)c1cccnc1Nc1ccccc1F | -8 | -5 | -11 | -1.6 | -10 | 2.1 | 0 | 75 | 3
CCC1(C)Cc2c(sc3nc4n(c(=O)c23)CCCS4)CO1 (stereo not drawn) | 6 | -5 | 5 | -1.2 | -1 | -1.9 | / | 107 | /
O=C(O)C1=C[C@H](C2CC2)C[C@H](OCCCCO)O1 | -6 | -9 | -3 | -1.1 | 1 | -1.0 | 4 | 97 | 2
CNc1nc2ccccc2n1CC(=O)c1ccccc1 | 6 | 0 | 4 | -2.1 | -9 | -3.5 | -1 | 105 | 0
O=c1c2cc(NC(=S)NC3CCCC3)ccc2nc2n1CCCCC2 | -8 | -10 | -1 | -1.4 | -2 | -3.3 | 12 | 96 | -21
COC(=O)c1c(NC(=O)CSc2nnnn2-c2ccccc2)sc2c1CCC(C)C2 (stereo not drawn) | -3 | -6 | 4 | -3.1 | -2 | -2.2 | -14 | 103 | -8
COCCn1c(=NC(=O)c2ccc(S(=O)(=O)N3CCCc4ccccc43)cc2)sc2cc(S(C)(=O)=O)ccc21 | -4 | 4 | -4 | -0.4 | -1 | -2.8 | -6 | 88 | 28
O=C(/N=C1\NC(=O)C(F)(C(F)(F)F)S1)NC1CCCCC1 (stereo not drawn) | / | / | 7 | / | / | / | 21 | 101 | 6
O=c1c2c(-c3ccccc3)csc2ncn1/N=C/c1cccc([N+](=O)[O-])c1O | 14 | -2 | 1 | -1.9 | 6 | -1.0 | -12 | 97 | 4
CSc1nnc2c(n1)OC(c1cn(C)c3ccccc13)N(C(C)=O)c1ccccc1-2 (stereo not drawn) | -2 | -4 | 7 | -2.6 | -6 | -2.6 | -5 | 111 | 14
Cc1ccn(CC(=O)O)c(=O)c1 | -6 | 7 | 3 | -1.6 | 0 | -2.5 | 20 | 103 | 9
Cc1cc(OCCCC(=O)NCCN2C(=O)S/C(=C\c3cccnc3)C2=O)ccc1Cl | 9 | -8 | -2 | -4.8 | 0 | -4.1 | -35 | 100 | 41
C/C(=C\c1ccccc1)C(=O)c1c(C)cc(C)[nH]c1=O | -2 | -6 | -3 | -0.7 | -3 | -0.7 | 19 | 90 | 7
CN(N)c1nc(-c2ccccc2)cc(-c2ccccc2)n1 | 4 | -7 | 3 | -1.5 | -1 | -1.9 | 2 | 108 | -33
COC(=O)c1c(C)[nH]c(C(=O)/C=C/c2ccc(Cl)cc2)c1C | 2 | -4 | 1 | -1.4 | -3 | -1.1 | 1 | 108 | 35
COc1cc(CCC(=O)NNC(=O)c2ccc(C)cc2)cc(OC)c1OC | 8 | -9 | 1 | -3.4 | 6 | -4.1 | 6 | 101 | -4
CCCC(=O)Nc1ccc(Cl)c(NC(=S)NC(=O)c2cc3ccccc3o2)c1 | 3 | -2 | -1 | -3.1 | -2 | -3.6 | 6 | 94 | 16
CCCCCNC(=O)C1CCC(Cn2c(=S)[nH]c3ccccc3c2=O)CC1 (stereo not drawn) | 2 | -1 | -2 | -0.4 | -11 | -0.8 | 17 | 99 | 19
Cc1ccc(-n2c(-c3cnccn3)n[nH]c2=S)cc1 | -9 | -5 | 2 | -2.8 | 14 | -5.2 | 6 | 99 | -17
CCOC(=O)/C(=N\Nc1ccccc1[N+](=O)[O-])c1csc(Nc2ccccc2)n1 | 0 | 7 | / | -0.7 | -6 | -2.5 | 10 | / | 8
CSCCC1NC(=O)N(CC(=O)Nc2cccc3ccccc23)C1=O (stereo not drawn) | -10 | -5 | 4 | 0.3 | -1 | -3.6 | -10 | 107 | -3
O=C1NC(N2CCOCC2)=N/C1=C/c1ccc2c(c1)OCO2 | -10 | -5 | -3 | -1.2 | -3 | -3.0 | -3 | 105 | 1
COc1cccc(C(=O)NCCC(=O)NCc2cc(=O)n(C)c(=O)n2C)c1 | 0 | 3 | 3 | -3.4 | 0 | -1.7 | 16 | 101 | 16
COc1ccc(C(C(=O)NC(C)(C)C)N(CCC(C)C)C(=O)CCC(=O)Nc2cc(C)on2)cc1 (stereo not drawn) | -1 | -43 | 4 | -1.4 | 3 | -3.5 | -2 | 99 | -1
O=C(O)CCC(=O)Nc1nc2ccc([N+](=O)[O-])cc2s1 | -1 | -10 | -1 | 1.0 | -2 | -2.5 | -1 | 110 | 6
CCCCN(C)CCNC(=O)CSCc1ccc(C)cc1 | -6 | 8 | 7 | -3.0 | 2 | -2.5 | 0 | 109 | -2
Cc1ccc2cc(C)c(NCCO)nc2c1 | 1 | 0 | -11 | 2.6 | -8 | 0.6 | -11 | 84 | 12
COc1ccccc1C(=O)Nn1c(-c2cccs2)nc2ccccc2c1=O | 1 | -10 | -1 | -3.4 | -4 | -3.5 | 24 | 105 | 20
S=c1[nH]nc(-c2ccc3c(c2)OCO3)n1-c1ccccc1 | 5 | -5 | 19 | 11* | 19 | -3.6 | -4 | 120 | 32
